Screening data from PubChem.
mcGAS MS inh: inhibitors of Mus musculus cyclic GMP-AMP synthase, initial high-throughput assay, cell-free, RapidFire MS; Q8C6L5; AID 1259397, 2018; 0.18% of 130,000 active; recombinant mouse cGAS, cGAMP by RapidFire MS; inhibition, % at 12.5 µM;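 active means inhibition of cGAS enzyme activity at or above 60%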;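 further: enzyme stimulated by 45 bp dsDNA with ATP and GTP substrates; cGAMP share of summed cGAMP plus half ATP and half GTP signals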
Target sequence (Q8C6L5 whole entry, looked up): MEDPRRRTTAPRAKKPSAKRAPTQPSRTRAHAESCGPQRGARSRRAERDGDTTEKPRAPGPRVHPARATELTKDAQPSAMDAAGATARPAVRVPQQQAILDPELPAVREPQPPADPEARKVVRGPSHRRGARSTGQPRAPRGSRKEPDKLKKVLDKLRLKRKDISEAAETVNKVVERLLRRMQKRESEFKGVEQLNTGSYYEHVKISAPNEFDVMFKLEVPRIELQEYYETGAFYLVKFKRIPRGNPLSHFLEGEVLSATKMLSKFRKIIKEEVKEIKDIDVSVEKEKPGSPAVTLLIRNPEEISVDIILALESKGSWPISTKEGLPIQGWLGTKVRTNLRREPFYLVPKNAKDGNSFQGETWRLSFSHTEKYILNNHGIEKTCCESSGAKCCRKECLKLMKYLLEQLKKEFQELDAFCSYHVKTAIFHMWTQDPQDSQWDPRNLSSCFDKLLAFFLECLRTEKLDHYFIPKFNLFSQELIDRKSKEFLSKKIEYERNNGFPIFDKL
An asterisk follows results filed as active; & = joins results of further samples. Not all compounds are listed; the hit share may differ from the screen's.

nr	molecule	mcGAS MS inh
1	Cc1cc(Br)c(OCc2cc(C)on2)c(Br)c1	-1.2
2	COc1cc(OC)c(NS(=O)(=O)c2c(F)cc(F)cc2Br)cc1Cl	-6.1
3	COCCn1c(=O)c2c(nc3n(-c4ccc(OC)cc4OC)c(C)cn23)n(C)c1=O	-3.2
4	CN(Cc1ccc(Br)cc1)C(=O)C1CCCc2[nH]ncc21 (stereo not given)	-8.8
5	CCOc1ccc(-c2cc(=O)n(CC(=O)Nc3ccccn3)cn2)cc1	-5.7
6	CC(C)CS(=O)(=O)CC(=O)N1CCCN(c2cccnn2)CC1	-12.8
7	CN1CC2(CCCN(C(=O)c3cn4cccnc4n3)C2)OC1=O (stereo not given)	-1.6
8	O=C(CCCc1cccs1)NCc1cccnc1-n1cnc2ccccc21	-8.7
9	CN(Cc1nnc(C2CC2)n1C)C1CCN(C2CCOC2=O)C1 (stereo not given)	-6.1
10	O=C(NN1C(=O)CSC1=S)c1csc2c1CCCC2	-4.0
11	N#CCCN(CCC#N)C(=O)CSCC(O)c1ccccc1 (stereo not given)	-6.2
12	N#CC1C(=N)C(C#N)(C#N)C(c2ccc(OC(F)F)cc2)C=C1C1CC1 (stereo not given)	-3.5
13	Cc1nc(C(F)(F)F)ccc1C(=O)N1CCC1(C)C(=O)NS(=O)(=O)c1ccccc1Cl (stereo not given)	-5.9
14	CSC1CCC(N(C)CC(=O)NCc2ccc(OC(F)F)cc2)C1 (stereo not given)	-12.8
15	CC(C)CN(CC1CN(Cc2ccco2)CCO1)C(=O)Cc1ccccc1 (stereo not given)	-7.8
16	COc1ccccc1NC(=O)Cn1nc(C2CC2)c2cnn(-c3ccccc3)c2c1=O	-4.8
17	C=CCNC(=O)CN1CCC(Cn2c(COc3ccccc3)nc3ccccc32)CC1	-1.7
18	Cc1ccccc1C(=O)NNC(=O)CN1C(=O)c2ccccc2C1=O	5.3
19	CC1(C)OC2OC(C(=O)NCCC(=O)Nc3nccs3)C3OC(C)(C)OC3C2O1 (stereo not given)	-3.5
20	Cn1[nH]c(CP(=O)(c2ccccc2)c2ccccc2)cc1=O	-1.2
21	CC(C)CN(Cc1cnn(C)c1)Cc1cccc2nonc12	-9.4
22	CN1C(=CC=Nc2cc(Cl)c([N+](=O)[O-])cc2O)C(C)(C)c2ccccc21	-0.1
23	NC(=S)NCC1CCCO1 (stereo not given)	-12.4
24	CC1(C)COCCN1C(=O)Cc1c[nH]c2ccccc12	-13.1
25	NC(=O)C1CCCN(c2ccc(C(=O)OCc3ccc4c(c3)OCO4)cc2)C1 (stereo not given)	11.1
26	CNCCCC1c2ccccc2C=Cc2ccccc21	-2.2
27	CSCCC1NC(=S)N(CCC2CC3CCC2C3)C1=O (stereo not given)	0.5
28	CCOC(=O)CNC(=O)CCc1c(C)nn(-c2nc(C)c(C)c(=O)[nH]2)c1C	-5.3
29	CC(C)NC(=O)c1nnc2n1CCN(C(=O)C1(c3ccc(Cl)cc3)CCCC1)C2	-11.6
30	N#Cc1nc(Cl)c(Cl)c(NS(=O)(=O)c2ccc(Cl)cc2)c1Cl	-8.9
31	Cc1ncsc1CCN(C)C1CCCNC1 (stereo not given)	4.3&9.5
32	O=C(O)c1ccnc(Br)c1	-4.0
33	Cc1[nH]c(C2CC(=O)N(CC(C)C)C2)nc1-c1cccs1 (stereo not given)	3.3
34	CN(Cc1ccccc1)c1ncc(S(C)(=O)=O)c(C2CCCNC2)n1 (stereo not given)	-3.3
35	Cc1cc(NC(=O)CN(C)C(=O)c2cccn2Cc2cccs2)no1	6.5
36	COc1cccc(C2CNC3(CCCC3)c3[nH]c4ccccc4c32)c1OC (stereo not given)	5.7
37	CC(C)Oc1ccc(CN2CCC2(C)C(=O)NCc2cccc(C(F)(F)F)c2)cc1 (stereo not given)	-12.6
38	CCC1(C2CCN(C(=O)c3ncccc3C)CC2)NC(=O)NC1=O (stereo not given)	-12.3
39	CCN(CC)C(=O)Cn1cc(C(=O)NCc2csc(Cc3ccccc3)n2)nn1	-4.9
40	COc1cccc(CN2CCN(C(=O)c3nn(C)c(=O)c4ccccc34)CC2)c1	-14.7
41	COc1ccc(C(C)NC(=O)Cc2c(C)nc(N)nc2C)cc1F (stereo not given)	-7.7
42	CCOC(=O)c1sc(N)c(C(=O)OCC)c1CSc1nc(C)cs1	-8.6
43	Cn1ccc2c(-c3cc(N)nc(N4CCOCC4)n3)ccnc21	-2.5
44	N#CCCN1CCN(S(=O)(=O)c2ccc(S(=O)(=O)N3CCCC3)cc2)CC1	9.4
45	Cc1nn(C)c2nc(C(C)C)cc(C(=O)Nc3ccc(Cl)cn3)c12	8.7
46	O=C(CC1CCCC1)N(Cc1ccccc1)Cc1nccs1	-6.1
47	Cc1cc(S(=O)(=O)N2CCc3c(nc[nH]c3=O)C2)c(C)s1	-2.0
48	O=C(O)CCCNC(=O)C12CC3CC(CC(C3)C1)C2	17.5
49	COc1ccc(Oc2nc3ccccc3n3cnnc23)cc1	-1.9
50	Nc1nnc(-c2ccccc2)c(-c2ccccc2)n1	6.5

(listing goes on)
nr	molecule	mcGAS MS inh
51	Cc1c(C(C)NCc2nc(C(C)C)cs2)cnn1-c1ccccc1 (stereo not given)	-6.8
52	COCCCn1c(C)cn2c3c(=O)n(CC(=O)c4ccccc4)c(=O)n(C)c3nc12	-8.5
53	O=c1[nH]nc(-c2cccs2)c2sc(N3CCCC3)nc12	-5.6
54	O=C(CSCc1ccccc1Cl)NCc1noc(-c2ccco2)n1	-18.4
55	CC(=O)c1cc(Br)ccc1N1CCCC1	5.0
56	COc1ccc(S(=O)(=O)N2CCc3onc(-c4ccccc4F)c3C2)cc1	-4.6
57	O=C(NC1CC1)c1ccc(=O)n(Cc2ccccc2Cl)c1	-5.4
58	Cc1ccc(C)c(OC(C)C(=O)N(C)Cc2n[nH]c3c2CCC3)c1 (stereo not given)	-6.0
59	Cc1cc(S(=O)(=O)N2CCCCC2CCNC(=O)C(=O)NC(C)C)ccc1F (stereo not given)	-1.2
60	NC(=O)C1CCN(C(=O)CCc2csc3nc(-c4ccc(Cl)cc4)cn23)CC1	3.5

Reprinted: entries 51–52
nr	molecule	mcGAS MS inh
51	Cc1c(C(C)NCc2nc(C(C)C)cs2)cnn1-c1ccccc1 (stereo not given)	-6.8
52	COCCCn1c(C)cn2c3c(=O)n(CC(=O)c4ccccc4)c(=O)n(C)c3nc12	-8.5

Following part.
nr	molecule	mcGAS MS inh
61	Cc1cc(S(=O)(=O)N2CCN(c3ccccc3C)CC2)ccc1F	6.1
62	CN1CCN(c2ccnc3ccccc23)CC1C(=O)O (stereo not given)	-27.3
63	COc1c(C)cc(S(=O)(=O)Nc2ccc3c(c2)CC(=O)N3C)cc1C	-4.2
64	CCOC(=O)CNC(=O)N1CCCC(C(=O)c2ccc(OC)cc2C)C1 (stereo not given)	-8.3
65	O=S(=O)(c1ccc(NCCc2ccccc2)cc1)C(F)(F)F	-8.2
66	O=C(c1ccc(Br)o1)N1CCN(c2nc3ccc(OC(F)(F)F)cc3s2)CC1	-9.9
67	CCCc1nnc2sc(C3CCN(C4CCOCC4)CC3)nn12	-2.5
68	C=C(C)CCC(C)N1CCC(CCOC)(C(=O)OCC)CC1 (stereo not given)	1.1&4.3
69	O=C1C2C3C=CC(C3)C2C(=O)N1CCN1CCN(S(=O)(=O)c2cccs2)CC1 (stereo not given)	-4.5
70	COc1ccc(CN2CCNC(=O)C2CC(=O)N(C)CCN2CCCCC2)c(OC)c1 (stereo not given)	-9.7

Laid out differently: entries from further up
66. O=C(c1ccc(Br)o1)N1CCN(c2nc3ccc(OC(F)(F)F)cc3s2)CC1
  mcGAS MS inh = -9.9

67. CCCc1nnc2sc(C3CCN(C4CCOCC4)CC3)nn12
  mcGAS MS inh = -2.5

New compounds follow:
nr	molecule	mcGAS MS inh
71	CC1CC1C(=O)NCC1(c2ccc(Cl)cc2Cl)CCOCC1 (stereo not given)	-11.5
72	Cc1nn(Cc2ccc(C(=O)N3CCOCC3)cc2)c(C)c1[N+](=O)[O-]	-0.3
73	CSCC(C)(O)CNc1nc(-c2cccnc2)nc(C)c1C (stereo not given)	-7.6
74	CCn1nnnc1SCCC(=O)Nc1c(C(C)C)cccc1C(C)C	1.0
75	COCCn1cc(NC(=O)Nc2ccc(C(C)=O)cc2)c2ccccc21	-5.6
76	Cc1ccc(C(CCNCc2ccccc2)c2ccco2)cc1 (stereo not given)	-6.1
77	O=C(CCOc1ccccc1-c1ccccc1)N1CCCN(CC2CCCO2)CC1 (stereo not given)	-7.2
78	COCCn1c(C(C)NCCc2ccccc2)nc2ccccc2c1=O (stereo not given)	-5.6
79	CC1Cc2cc(-c3cc(CNC(=O)CSc4ccncc4)no3)ccc2O1 (stereo not given)	1.1
80	Oc1ccccc1-c1n[nH]c(/C=C/c2cccs2)n1	-3.2
81	CCOC(=O)N1CCN(/C=C(\C#N)C(=O)NCc2ccc(OC)cc2)CC1	-9.7
82	CC1CC(C)CN(Cc2nc3c(c(=O)n(C)c(=O)n3C)n2Cc2ccc(F)cc2)C1 (stereo not given)	-1.6
83	CC(C)(N)c1cn(C2CCN(Cc3cncn3Cc3ccccc3)CC2)nn1	-2.2
84	COC(Cn1ccnc1-c1ccc(NC(C)=O)cc1)c1cccs1 (stereo not given)	7.9
85	Cc1c(C(=O)N2CCN(S(=O)(=O)c3c(Cl)cccc3Cl)CC2)cnn1C	6.0
86	COc1ccc(C(NC(=O)N2CC(C)OC(C)C2)C(Cl)(Cl)Cl)cc1F (stereo not given)	2.5
87	CN1CCN(CCC2CCCCN2C(=O)c2coc3ccccc23)CC1 (stereo not given)	-18.0
88	Cc1ccccc1-n1nc2c(c1NC(=O)c1ccc(S(=O)(=O)N(C)C)cc1)CSC2	-7.2
89	CC(C)(C)c1nc(CN2C[C@@H]3[C@H](C2)[C@H]2CC[C@@H]3O2)no1	-17.8
90	CCC(c1cccnc1)N(C)Cc1ncc[nH]1 (stereo not given)	-28.4
91	COC(=O)c1c(Cl)c(Cl)c(C(=O)OC)c(Cl)c1Cl	-9.5
92	CCOC(=O)C(CC)Sc1nc2c(c(=O)n1C)SC(C)C2 (stereo not given)	-11.5
93	Cc1ccc2occ(/C=N\NC(=O)CCC(=O)Nc3ccc(C(=O)O)cc3)c(=O)c2c1	2.7
94	COc1cc(OC)cc(OC)c1	-11.6
95	Cc1c(C(=O)N2CCN(C)CC2)c(C(F)(F)F)nn1C1CCCN(C)C1 (stereo not given)	-9.3
96	COc1cccc(-c2cn(CCCN3CCCC3=O)nn2)c1OC	-5.8
97	O=C(Cn1cnc2c(cnn2-c2ccccc2)c1=O)N1CCCC1	-5.3
98	CS(=O)(=O)NC1CCCN(Cn2ccc(-c3ccsc3)n2)C1 (stereo not given)	-6.1
99	CNC(=O)c1nnc2n1C(c1ccccc1)CN(C(=O)c1ccc(Oc3ccccn3)cc1)C2 (stereo not given)	-2.3
100	CC(C)N(C)S(=O)(=O)c1ccc(NC(=O)CCl)cc1	3.4
101	COc1cccc(NC(=O)CCC2CCN(C(=O)c3cccnc3SC)CC2)c1	-2.8
102	Cc1ccc(OCCN2CCC2(C)C(=O)Nc2ccc3c(c2)OCCO3)cc1 (stereo not given)	-6.1
103	CCCC12CN(C(C)=O)CC(CCC)(CN(C(C)=O)C1)C2=O	-4.2
104	Cc1cc(N(CCCCO)C2CC2)nc(-c2ccccn2)n1	-1.2
105	O=C(NCc1cccs1)c1cc(COc2cccc(F)c2)[nH]n1	-4.8
106	O=C(O)c1csc(-c2ccc(OCc3cc(F)cc(F)c3)cc2F)n1	-3.0
107	O=C(Cn1ncc(Cl)c(Cl)c1=O)NCC12CC3CC(CC(C3)C1)C2	19.8
108	COCc1ccc(NC(=O)/C(C)=C/C(=O)O)cc1	2.2
109	COc1cc(OC)c(NC(=O)c2cc3cc(F)ccc3s2)cc1Cl	-8.3
110	Cn1ncc2c(NC3CCc4cccnc43)nc(-c3cccnc3)nc21 (stereo not given)	-17.7
111	Cc1nc(C(=O)N2CCCC(N3CCN(Cc4ccc5c(c4)OCO5)CC3)C2)cs1 (stereo not given)	-10.3
112	Nc1ncnc(Nc2c(F)cccc2F)c1[N+](=O)[O-]	-7.6
113	CN1CCCCCC1C(=O)N1CCC(N2CCC(C(=O)NC3CC3)CC2)CC1 (stereo not given)	-6.6
114	O=S(=O)(/C=C/c1ccccc1)NCc1ccccc1CN1CCOCC1	-7.8
115	Cc1ccc(CN2CCC(N3CCC(C(=O)N4CCCC4)CC3)CC2)cc1C	-11.5
116	CCCC(=O)Nc1cc(C(=O)N(C)Cc2noc(-c3ccccc3)n2)ccc1C	-14.7
117	O=S1(=O)CCC(NS(=O)(=O)c2ccccc2)C1 (stereo not given)	-7.3
118	Nc1ccnc2ccc(Cl)cc12	-3.8
119	CC(C)c1cccc(C(C)C)c1NC(N)=S	-11.2
120	O=c1cc(C(F)(F)F)c2ccc(OS(=O)(=O)c3cccs3)cc2o1	-54.5

Continuation:
nr	molecule	mcGAS MS inh
121	O=S(=O)(Cc1cccc(F)c1)c1c[nH]c2ccccc12	11.2
122	CC(=O)c1ccc(F)cc1OCC(=O)N1CCCCC1C (stereo not given)	-1.7
123	COc1ccc(-c2c(=O)n(OCc3ccccn3)c3ccccc3[n+]2[O-])cc1OC	-14.2
124	O=C(COc1ncnc2sc3c(c12)CCC3)c1ccc(Cl)s1	14.5
125	Cc1nnc(-c2ccccc2N2C(=O)c3ccccc3C2=O)[nH]c1=O	1.1
126	CC1=CC[C@@H]2CN(C(=O)c3cc(-c4cnn(C)c4C)on3)C[C@@H]2C1	-11.8
127	COc1ccc(NC(=O)CCN2CCN(Cc3ccncc3)CC2)c(C)c1	-9.0
128	CC(=O)c1ccc(NC(=O)C(F)(F)C(F)(F)C(F)(F)C(F)(F)F)cc1	-8.3
129	CCCc1cc(CN(C)C(=O)C2CCC(=O)N(CCN3CCOCC3)C2)[nH]n1 (stereo not given)	-8.4
130	CCS(=O)(=O)c1ncc(CO)n1CCc1ccccc1	-4.8
131	O=S(=O)(NC1CCN(CC2CC2)C1)c1cccc2cccnc12 (stereo not given)	-1.9
